SENP8 inh: SENP8 protease inhibitors, primary screen, biochemical, luminescence. purified SENP8, Z-RLRGG-aminoluciferin cleavage. inhibition, % at 10 µM. actives 1.2% (n = 330,000). AID 2540, 2010
Target sequence (Q96LD8 whole entry, looked up): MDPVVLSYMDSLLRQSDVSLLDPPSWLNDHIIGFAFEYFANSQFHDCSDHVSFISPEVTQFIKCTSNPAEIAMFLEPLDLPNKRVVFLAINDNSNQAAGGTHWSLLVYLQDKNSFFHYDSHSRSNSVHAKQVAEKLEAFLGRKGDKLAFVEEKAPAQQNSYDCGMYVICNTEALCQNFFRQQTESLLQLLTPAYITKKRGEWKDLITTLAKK
Jurkat NFkB inh: inhibitors of induced NF-kB luciferase reporter, primary screen, TCR NF-kB activation inhibitor project, cell-based, luminescence, uHTS; AID 435003, 2010; Jurkat, PMA/ionomycin-induced NF-kB luciferase reporter; actives 0.53% (n = 330,000); inhibition, % at 4 µM
697 NFkB inh: inhibitors of PMA/ionomycin-induced NF-kB reporter, 697 cells, primary screen, B-cell NF-kB inhibitor project, cell-based, luminescence, uHTS; actives 0.33% (n = 330,000); inhibition, % at 4 µM; 697 B-cell NF-kB luciferase reporter, 16 h; in the data active = inhibition above about 35%
CCR6 antag: CCR6 receptor antagonists, primary screen, cell-based, CHO-K1, luminescence, beta-arrestin, uHTS; C-C chemokine receptor type 6 (Homo sapiens), P51684; CHO-K1 CCR6 PathHunter beta-arrestin, CCL20-stimulated; inhibition, % at 20 µM; actives 0.49% (n = 340,000);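 active = compounds whose inhibition of the agonist-driven luminescence signal at 20 µM reaches about 50%, limit read from the data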;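 also: cells stimulated with CCL20 at 14 nM final; plate controls were DMSO with CCL20 for no effect and DMSO without agonist for full effect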
Target sequence (P51684 whole entry, looked up): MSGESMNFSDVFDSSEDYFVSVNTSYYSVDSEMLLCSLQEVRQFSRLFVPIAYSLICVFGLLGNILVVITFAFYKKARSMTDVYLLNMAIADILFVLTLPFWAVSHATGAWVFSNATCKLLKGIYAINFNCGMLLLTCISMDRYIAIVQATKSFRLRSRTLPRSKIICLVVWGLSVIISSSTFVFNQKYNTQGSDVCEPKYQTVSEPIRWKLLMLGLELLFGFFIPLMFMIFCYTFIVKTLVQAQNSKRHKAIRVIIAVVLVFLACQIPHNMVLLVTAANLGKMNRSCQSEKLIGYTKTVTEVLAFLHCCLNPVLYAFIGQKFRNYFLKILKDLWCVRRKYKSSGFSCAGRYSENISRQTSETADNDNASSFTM
Apaf-1 inh: inhibitors of human Apaf-1 apoptosome, primary screen, biochemical, DEVD-Rh110 fluorescence, uHTS; inhibition, % at 20 µM; Apoptotic protease-activating factor 1 (Homo sapiens), O14727; actives 0.71% (n = 330,000); reconstituted apoptosome caspase-3 activity; AID 489030, 2010; active = inhibition of at least 40% at 20 µM;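 also: plate controls were DMSO wells for no effect and DEVD-CHO caspase inhibitor wells for full effect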
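System: reconstituted apoptosome with Apaf-1, cytochrome c, caspase-9, procaspase-3, dATP; Signal: Rh110 fluorescence intensity; Schedule: 30 min compound preincubation, 50 min activation, room temperature; Reagent: cytochrome c trigger plus (Z-DEVD)2-Rh110 caspase-3 substrate.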
Gli-Sufu block: Gli-Sufu pathway antagonists, primary screen, luciferase luminescence, Sufu-KO-LIGHT cells, uHTS; actives 0.74% (n = 340,000); AID 588413, 2011; Sufu-KO-LIGHT fibroblasts, Gli luciferase reporter luminescence; inhibition, % at 5 µM;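 active = inhibition above about 55%, limit read from the data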;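 also: 0% = DMSO-treated cells and 100% = wells with medium but no cells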
EBI2 block: EBI2 receptor antagonists, beta-arrestin recruitment, primary screen, cell-based, luminescence, 7a,25-OHC stimulation, uHTS; G-protein coupled receptor 183 (Homo sapiens), P32249; 7a,25-OHC stimulated; inhibition, % at 5 µM; actives 0.81% (n = 360,000); AID 651636, 2012; in the data active = inhibition above about 38%;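 also: enzyme fragment complementation signal reports receptor beta-arrestin coupling in cells; 0% = agonist plus DMSO wells and 100% = wells without agonist; some results beyond the cut were filed as inactive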
UBC13 inh: UBC13 polyubiquitin chain formation inhibitors, primary screen, biochemical, TR-FRET, uHTS; inhibition, % at 20 µM; actives 0.47% (n = 330,000); AID 485273, 2010; in the data active = inhibition above about 45%, passing the limit was not always enough
Target sequence (P61088 whole entry, looked up): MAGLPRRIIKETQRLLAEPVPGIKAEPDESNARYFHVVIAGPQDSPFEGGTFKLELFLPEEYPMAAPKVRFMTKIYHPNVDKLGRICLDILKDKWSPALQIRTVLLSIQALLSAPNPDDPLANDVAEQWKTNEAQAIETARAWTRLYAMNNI
Starred values were filed as active, the others as inactive; · = not tested or not shown. Rule as the data show it, unless noted: active = inhibition above about 50%; inactive = the rest.

SMILES	SENP8 inh	Jurkat NFkB inh	697 NFkB inh	CCR6 antag	Apaf-1 inh	Gli-Sufu block	EBI2 block	UBC13 inh
NS(=O)(=O)c1ccc(CCNC(=O)CNCCc2ccccc2)cc1	3	-35	-8	0	0	14	1	-2
CC1(C)Nc2ccc(O)cc2-c2c1ssc2=S	11	8	-1	21	51*	-11	-8	-25
CC(C)(C)NC(=O)COC(=O)/C=C/c1ccccc1[N+](=O)[O-]	4	-5	7	10	1	0	-9	-8
COCCCNC(=S)NCCNc1nc2cc(C)cc(C)c2cc1C#N	-4	13	7	-5	-2	14	3	13
COC(=O)c1ccccc1NC(=O)COC(=O)/C=C/c1ccco1	-8	-8	5	9	3	-2	2	-2
Cc1cccc(Cl)c1NC(=S)NCCc1ccccn1	-1	-1	6	8	1	3	-3	-3
CCn1ncc(-c2ccnc3cc(C(=O)O)nn23)c1C	7	6	11	7	7	-4	-3	21
O=C(NNC(=S)NCc1ccco1)c1ccc(Cl)s1	2	8	10	6	-2	-11	-14	-2
CCCCc1nc2sc3c(c2c(=O)n1NC(=O)c1ccco1)CC(C)(C)OC3	2	6	16	4	-20	-4	-11	-2
CC(=O)c1cccc(NC(=O)COC(=O)c2ccccn2)c1	-6	-8	6	9	5	-14	-1	1
COc1ccc(CNc2ccc(C(=O)O)cc2)cc1	-5	-9	0	3	-1	-32	-10	5
CC(C)CC(=O)NNC(=O)C(C)C	-6	-19	5	8	11	5	-4	-10
O=C(NC(=S)NC1CCCCC1)c1ccccc1[N+](=O)[O-]	5	-3	-14	11	-3	0	9	1
N#Cc1ccc(OCC(=O)Nc2cccc(S(=O)(=O)NC3=NCCCCC3)c2)cc1	3	16	8	6	3	0	-2	0
O=C(CCN1C(=O)C2C3C=CC(C4CC34)C2C1=O)Oc1ccccc1 (centres undefined)	-10	-14	9	6	-12	-7	-5	-5

A draw from above in order of formula weight, rising:
SMILES	SENP8 inh	Jurkat NFkB inh	697 NFkB inh	CCR6 antag	Apaf-1 inh	Gli-Sufu block	EBI2 block	UBC13 inh
CC(=O)c1cccc(NC(=O)COC(=O)c2ccccn2)c1	-6	-8	6	9	5	-14	-1	1
COC(=O)c1ccccc1NC(=O)COC(=O)/C=C/c1ccco1	-8	-8	5	9	3	-2	2	-2
N#Cc1ccc(OCC(=O)Nc2cccc(S(=O)(=O)NC3=NCCCCC3)c2)cc1	3	16	8	6	3	0	-2	0

The listing continues:
SMILES	SENP8 inh	Jurkat NFkB inh	697 NFkB inh	CCR6 antag	Apaf-1 inh	Gli-Sufu block	EBI2 block	UBC13 inh
O=S(=O)(c1ccccc1)c1nc(-c2ccco2)oc1NCc1ccco1	-3	-7	-22	8	6	-6	-7	-1
Cc1nc(-c2cn[nH]c2)c2cc(C)oc2n1	11	0	-18	-10	11	1	4	3
CCCCCCOc1ccc(/C=C/C(=O)N2CCOCC2)cc1OC	-1	4	2	-2	-7	-5	8	11
O=C(C[C@H]1C[C@H](C(=O)N2CCCCC2)[C@@]2(CCc3ccccc3)c3[nH]c4cc(-c5ccco5)ccc4c3CCN2C1=O)NCc1ccco1	·	·	0	13	15	1	16	·
Cc1nc(C(=O)N2CCCC(C(=O)c3ccc(Cl)cc3)C2)cs1 (centres undefined)	-3	12	10	14	2	5	2	4
Cn1c(N2CCN(C(c3ccccc3)c3ccccc3)CC2)nc2c1c(=O)[nH]c(=O)n2C	5	24	13	15	10	8	-40	4
CCOc1ccccc1N(C(=O)c1snc(C(N)=O)c1N)C(C(=O)NCC1CCCO1)c1ccc2ncccc2c1 (centres undefined)	2	4	17	-4	4	24	0	3
O=C(Nc1ccc(F)cc1)c1ccccc1	8	-38	-8	13	-15	-34	-8	10
CN(C)S(=O)(=O)c1ccc(Cl)c(C(=O)NCCNC(=O)c2cc(S(=O)(=O)N(C)C)ccc2Cl)c1	0	-1	-5	6	5	34	-9	-2
CCOC(=S)SCC(=O)N1CCc2ccccc2C1C1C(=O)CC(C)(C)CC1=O (centres undefined)	7	11	5	7	-18	-5	5	5
CCOc1ccc2nc(SCc3ccc(F)cc3)sc2c1	-7	-14	-15	23	8	-32	14	9
CC(=NC1CC1)C1=C(O)c2ccccc2C1=O	-9	-47	-64	6	4	-61	-12	-16
C=CCn1c(SCC(=O)Nc2ccccc2-c2ccccc2)nc2cc(C(=O)O)ccc2c1=O	5	12	5	11	-11	3	7	-7
Cc1ccc(C2=NN(C)c3nc4ccccc4n3C2)cc1	0	-6	-11	-1	3	9	-4	8
CCOC(=O)C1CCCN(c2c(NCc3ccco3)c(=O)c2=O)C1 (centres undefined)	-1	8	-16	5	6	-5	-14	-5
CCOc1ccccc1NC(=O)c1cc(CC(C)C)oc1C	-1	9	-12	6	19	5	11	2
O=C(CSc1ccc(-c2ccc(-n3cccn3)cc2)nn1)Nc1ccc([N+](=O)[O-])cc1	3	-18	-35	-2	-70	-25	-3	-7
COc1cc2c(cc1NC(=O)CN(C)Cc1ccc(OC)c(OC)c1)oc1ccccc12	-7	34	5	8	11	22	31	7
CCN1CCN(C(c2cccs2)C(C)NC(=S)NC2CCCCC2)CC1 (centres undefined)	-2	-11	-6	19	3	3	-8	1
CCOC(=O)N1CCN(S(=O)(=O)c2cccc3nsnc23)CC1	2	2	-33	-6	1	-1	0	-6
COc1cc(OC)c(C(=O)NC2CC(C)(C)NC(C)(C)C2)cc1OC	5	3	11	-5	5	-3	2	0
Cc1ccc2[nH]c(O)c(N=NC(=O)C(C)n3cnc4ccccc4c3=O)c2c1 (centres undefined)	-2	3	-2	21	12	6	2	-17
CCOC(=O)C(NC(=O)Nc1ccc(F)cc1F)(Oc1ccccc1)C(F)(F)F (centres undefined)	-5	7	1	-2	-10	4	3	5
CCCc1nc(SCC(=O)c2ccc(F)cc2)c2ccccc2n1	0	-15	-5	12	8	-3	8	17
Cc1ccc(C(=O)CCNc2ccc(Br)cc2)o1	-6	-51	-76	4	13	-54	3	-10
CN=C1N(C)C[C@@H]2[C@@H]3C(=O)N(Cc4ccccc4)C(=O)[C@@H]3[C@](Cc3ccccc3)(C(=O)OC)N12	·	·	19	8	17	-1	-5	·
CCCc1cc(=O)n(-c2nc3ccccc3s2)[nH]1	5	8	3	18	15	2	-7	-30
NC(=O)c1ccsc1NC(=O)c1ccc(S(=O)(=O)N2CCCCC2)cc1	58*	-32	-55	9	19	·	2	18
COCCN(CC(=O)Nc1cccc(C)c1C)C(=O)c1ccc(S(=O)(=O)N2CCOCC2)cc1	-3	11	8	2	1	1	-8	-1
Cc1ccc(SCC(=O)NCCCc2ccccc2)cc1	-2	0	1	3	-8	19	3	-1

Entries of single compounds, looked up by structure. Screens in order: SENP8 inh, Jurkat NFkB inh, 697 NFkB inh, CCR6 antag, Apaf-1 inh, Gli-Sufu block, EBI2 block, UBC13 inh
Record of COCCN(CC(=O)Nc1cccc(C)c1C)C(=O)c1ccc(S(=O)(=O)N2CCOCC2)cc1 → -3, 11, 8, 2, 1, 1, -8, -1
Record of Cc1cccc(Cl)c1NC(=S)NCCc1ccccn1 → -1, -1, 6, 8, 1, 3, -3, -3
Record of CCCc1nc(SCC(=O)c2ccc(F)cc2)c2ccccc2n1 → 0, -15, -5, 12, 8, -3, 8, 17
Record of CCCCc1nc2sc3c(c2c(=O)n1NC(=O)c1ccco1)CC(C)(C)OC3 → 2, 6, 16, 4, -20, -4, -11, -2

(listing goes on)
SMILES	SENP8 inh	Jurkat NFkB inh	697 NFkB inh	CCR6 antag	Apaf-1 inh	Gli-Sufu block	EBI2 block	UBC13 inh
CC(CCc1ccccc1)NC(=O)C(C)OC(=O)c1ccco1 (centres undefined)	4	-2	15	2	-7	5	0	0
Cc1ccc2c(c1)C(=O)OC1(O)C3C4C=CC(C4)C3C(=O)N21 (centres undefined)	-4	-9	10	-9	-2	-30	-1	6
O=C(Nc1ccc(F)cc1F)N1CCN(CCc2ccccc2)CC1	5	4	-1	-24	-16	10	7	-2
O=C(Nc1cc(Br)c(O)c(Br)c1)c1cccc(NC(=O)c2ccco2)c1	-9	-4	8	14	0	-7	-6	-8
COc1cc(NC(=O)CCc2ccccc2)c(C(=O)O)cc1OC	9	-30	2	-25	5	-36	-7	2
CC(=O)c1ccc(C(=O)NC2CCCN(Cc3ccccc3F)C2)cc1 (centres undefined)	-7	2	-14	9	4	-8	-11	-10
COc1ccc(Cn2c(CCC(=O)NCCC(C)C)nc3ncccc3c2=O)cc1	-14	-8	-6	4	18	-2	5	1
O=C(Cn1c2c(sc1=O)C1c3ccccc3OCC1CS2)Nc1ccc(Cl)cc1 (centres undefined)	-7	-13	8	5	15	0	6	-7
CCn1c(=O)cc(OCC(=O)Nc2nc(C)cs2)c2ccccc21	1	5	15	-8	-1	12	-3	-1
O=C(O)CCCCCN1C(=O)c2ccc(C(=O)O)cc2C1=O	-1	18	17	2	-20	-5	-7	7
CC(C)C[C@@H]1NC(=O)[C@H](Cc2ccccc2)N(C)C(=O)[C@H](C)NC(=O)c2ccccc2NC(=O)[C@H](Cc2ccc(O)cc2)N(C)C1=O	-12	41	21	2	-10	11	-8	-7
COC(=O)c1ccccc1NC(=O)Nc1ccc(Br)cn1	-4	-24	-18	9	-1	-8	-1	2
COC(=O)c1[nH]c(C)c(/C(O)=C2\C(=O)C(=O)N(CCCN3CCOCC3)C2c2ccccn2)c1C (centres undefined)	1	3	12	-9	1	4	-5	-7
O=C(CCCC(=O)N(c1ccc2c(c1)OCCO2)C(C(=O)NC1CCCCC1)c1ccc(F)cc1)Nc1ccccn1 (centres undefined)	1	-5	-5	14	7	6	-4	-8
CCOC(=O)C1=CN(Cc2cccc(-c3ccc(F)cc3)c2)S(=O)(=O)N(C)C1C (centres undefined)	·	·	5	19	19	-5	18	·
N=C1C(c2ccc(Br)cc2)=C(O)C2CCc3ccccc3N12 (centres undefined)	-8	3	-5	-11	-9	0	11	2
O=C(NN=C1CCN(Cc2ccccc2)CC1)C(O)c1ccccc1 (centres undefined)	-2	16	2	-13	4	-3	-5	-4
Cc1nn(-c2ccccc2)c(Cl)c1/C=C(\C#N)C(=O)NC(C)C	2	18	4	7	0	-11	44	-2
Cc1ccc(C)c(N2CCN(C(=O)CCCCCn3c(=S)[nH]c4ccc(N5CCOCC5)cc4c3=O)CC2)c1	-2	-6	-75	-11	30	40	-35	5
N=c1c(-c2nc3ccccc3[nH]2)cc(C(=O)c2cccs2)nn1-c1ccc(Cl)cc1	2	-8	-55	·	15	·	·	-34
Cc1cccc(C)c1NC(=S)N(CCN(C)C)C(C)c1cccnc1 (centres undefined)	-3	-2	9	4	6	10	-8	-8
CS(=O)(=O)N(CC(=O)Nc1ccc2c(c1)OCO2)Cc1ccccc1	-4	-7	-14	1	-22	35	-16	-3
CC(=O)N1N=C(c2ccco2)CC1c1ccc(Br)cc1 (centres undefined)	-3	-4	11	2	-2	-4	-9	12
Cc1ccc(NC(=O)c2ccc(OCC3CCCO3)cc2)nc1 (centres undefined)	-12	-136	-144	-8	-2	-103	-4	-6
O=C(c1cc2c(s1)CCCC2)N1CCN(Cc2ccc3c(c2)OCO3)CC1	-2	5	22	8	16	-4	5	-5
COc1ccc(-c2sc3cc4c(cc3c2C#CCO)OCO4)cc1	-1	-10	-50	0	13	-10	-8	22
CCOc1ccc(OCCC(=O)OCC(=O)N2CCN(S(=O)(=O)c3ccc(Cl)cc3)CC2)cc1	-11	-22	-52	5	4	4	8	-3
O=C(NCc1cccnc1)c1cc(S(=O)(=O)N2CCCCC2)ccc1Cl	9	-8	-5	-1	3	4	-9	-2
CCOc1ccc(C2N(c3cc(Cl)ccc3OC)C(=O)C3CCCN32)cc1OC (centres undefined)	-1	-10	6	1	-8	-6	2	0
CC(=O)C1=C(C)NC(=O)CC1c1ccccc1Cl (centres undefined)	-8	2	10	9	-16	3	7	0
CN(C)C(=O)CSc1nc(-c2cccs2)c(-c2cccs2)[nH]1	4	14	11	-29	2	6	1	-7

Bioassay records as filed in PubChem.

Not all compounds are listed; count on the stated rates, not on these rows.
